TAAR1 antagonist = human TAAR1 antagonism | CHO RD-HGA16 TAAR1, Fluo-8 calcium fluorescence, antagonist | inhibition, % at 3 µM | actives 1.5% (n = 360,000);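 active = inhibition above a per-plate cutoff, the mean inhibition of test compounds on that plate plus 3 SD, cut at about 49% in these data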;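 also: 0% = DMSO plus EC80 beta-PEA response and 100% = DMSO alone without agonist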
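Material: RD-HGA16 CHO cells with stable hTAAR1 and Gα16; Dosing: single nominal final test compound concentration of 3 µM; Schedule: seeding 17-24 h prior, 75-min 37 °C, 30-min RT dye loading; Detection: kinetic Fluo-8 calcium fluorescence measurement; Measure: % inhibition from peak post-agonist over basal fluorescence ratio; Benchmarks: vehicle and agonist controls.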
CHRM1 agonist = activates human CHRM1 receptor | P11229 | CHO-K1 hM1, Fluo-8 calcium fluorescence, agonist mode; 0% DMSO, 100% acetylcholine EC100 | activation, % at 3 µM | actives 0.33% (n = 360,000) | AID 588814;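 active = activation above the run's mean compound activation plus 3 SD, cut at about 16% in these data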;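 also: peak over basal fluorescence ratio within a 140 s kinetic read after compound addition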
Target sequence (P11229 whole entry, looked up): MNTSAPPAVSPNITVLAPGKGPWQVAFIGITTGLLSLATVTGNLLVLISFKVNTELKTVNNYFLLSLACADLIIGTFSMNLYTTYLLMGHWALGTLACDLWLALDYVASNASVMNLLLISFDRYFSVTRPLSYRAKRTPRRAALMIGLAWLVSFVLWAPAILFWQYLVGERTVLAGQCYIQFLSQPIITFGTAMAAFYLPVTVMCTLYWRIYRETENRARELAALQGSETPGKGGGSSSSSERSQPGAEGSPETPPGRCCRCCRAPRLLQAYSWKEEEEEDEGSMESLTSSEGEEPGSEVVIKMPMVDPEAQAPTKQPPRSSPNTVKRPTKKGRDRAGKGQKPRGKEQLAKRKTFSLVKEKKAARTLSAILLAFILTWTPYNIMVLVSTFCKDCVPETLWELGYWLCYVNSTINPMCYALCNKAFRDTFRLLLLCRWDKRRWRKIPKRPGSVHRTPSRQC
V1aR counter = V1a receptor agonism, counter-screen for OXTR agonists | AID 2797 | activation, % at 3 µM | P37288 | actives 0.25% (n = 320,000) | CHO-V1R cells, Fluo-8 calcium fluorescence, agonist mode; 0% DMSO, 100% 3 nM vasopressin;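 active = activation above the mean activation of all tested compounds plus 3 SD, per screening run, cut at about 20% in these data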;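 also: signal is peak over basal fluorescence ratio across a 100 second FLIPR read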
Target sequence (P37288 whole entry, looked up): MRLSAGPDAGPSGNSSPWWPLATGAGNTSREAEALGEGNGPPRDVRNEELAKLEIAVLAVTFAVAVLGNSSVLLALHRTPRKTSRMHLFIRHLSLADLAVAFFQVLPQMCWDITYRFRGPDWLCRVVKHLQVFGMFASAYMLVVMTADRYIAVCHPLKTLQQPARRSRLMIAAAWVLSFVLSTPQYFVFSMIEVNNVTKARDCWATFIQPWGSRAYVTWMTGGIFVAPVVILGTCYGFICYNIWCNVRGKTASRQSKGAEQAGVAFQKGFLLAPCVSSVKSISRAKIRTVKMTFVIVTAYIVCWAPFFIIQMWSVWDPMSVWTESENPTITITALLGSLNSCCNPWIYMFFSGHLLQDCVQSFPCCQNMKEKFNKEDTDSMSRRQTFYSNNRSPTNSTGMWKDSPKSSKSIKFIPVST
M1 antag = antagonists of human M1 muscarinic receptor; inhibition, % at 3 µM; actives 1.3% (n = 360,000); P11229; CHO-K1 hM1, Fluo-8 calcium fluorescence, ACh EC80 antagonist;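 active = percent inhibition above its own plate's cutoff, namely the mean of that plate's compound wells plus 3 SD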;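 also: peak over basal fluorescence ratio during 140 s after agonist addition; 0% = ACh EC80 plus DMSO and 100% = DMSO alone without agonist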
TAAR1 agonist = human TAAR1 agonism | CHO RD-HGA16 TAAR1, Fluo-8 calcium fluorescence; vehicle wells 0%, saturating PEA agonist 100% | actives 0.99% (n = 360,000) | Q96RJ0 | activation, % at 3 µM;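 active = activation above the mean activation of all test compounds in the run plus 3 SD, cut at about 38% in these data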
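System: CHO RD-HGA16 cells carrying human TAAR1 plus Gα16; Incubation: 17-24 h seeding, 75 min 37 °C dye, 30 min RT; Measured by: Fluo-8 fluorescence, 5 s baseline then 140 s kinetic read; Control set: DMSO and PEA EC100; Replication: single well for each compound.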
CHO parental Ca = signal in parental CHO cells, OX1R antagonist counter-screen; parental CHO-K1, ATP-induced calcium, Fluo-8 fluorescence; inhibition, % at 5.6 µM; actives 0.63% (n = 330,000); AID 463079;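 active = inhibition above that plate's mean sample inhibition plus 3 SD, cut at about 26% in these data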;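 also: 0% = ATP-challenged DMSO wells and 100% = DMSO wells without ATP; some compounds past the cut are filed as inactive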
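Assay system: untransfected parental CHO cell line. Also added: ATP agonist challenge. Dosing: one dose, 5.6 µM nominal. Measured by: Fluo-8 fluorescence. Read-out: % inhibition. Benchmarks: ATP wells versus no-ATP DMSO wells. Repeats: no replicates.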
OXTR ag = human OXTR agonism. P30559. CHO-OTR cells, Fluo-8 calcium fluorescence; normalized: DMSO 0%, oxytocin 100%. activation, % at 3 µM. actives 0.32% (n = 320,000);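 active = activation above the mean of all tested compounds plus 3 SD, cutoff set per screening run, cut at about 20% in these data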;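 also: peak over basal fluorescence ratio from a 100 s FLIPR kinetic read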
OXTR potentiator = potentiates the human oxytocin receptor response; P30559; CHO-OTR cells, Fluo-8 calcium fluorescence, potentiator mode; 0% = oxytocin EC15, 100% = EC100; activation, % at 3 µM; actives 0.061% (n = 320,000);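 active = activation above that plate's cutoff, the mean activation of tested compounds plus 3 SD, cut at about 6.6% in these data, passing the limit was not always enough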;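 also: 100% uses oxytocin at 75 nM as the full agonist control; some results filed as inactive read as strong as hits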
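assay system = CHO-OTR cells, human receptor | schedule = compound 6 min at room temperature before oxytocin, 100 s read | detection = Fluo-8 intracellular calcium fluorescence, ex 470-495, em 515-575 nm | evaluation = normalized max/min fluorescence ratio, % activation | control set = EC15 oxytocin alone as 0%, 75 nM oxytocin (EC100) as 100%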
CHRM1 PAM = positive allosteric modulators of human M1 muscarinic receptor; activation, % at 3 µM; CHO-K1 hM1, Fluo-8 calcium fluorescence, ACh EC20; 0% = ACh EC20, 100% = maximal ACh; actives 0.088% (n = 360,000); in the data active = activation above about 19%, passing the limit was not always enough
* marks the source's active call; other numbers are inactive results; . = not tested or not shown.

Structure	TAAR1 antagonist	CHRM1 agonist	V1aR counter	M1 antag	TAAR1 agonist	CHO parental Ca	OXTR ag	OXTR potentiator	CHRM1 PAM
CC(C#N)(NC(=O)CN1CCN(S(=O)(=O)c2cc(C(F)(F)F)ccc2Cl)CC1)C1CC1 (stereo not given)	-9	5	.	-12	4	.	.	.	15
O=C(Cn1c(COc2ccccc2)nc2ccccc21)Nc1cc(Cl)cc(Cl)c1	-16	-4	1.4	-9	4	-21	-0.1	-1	3
CC(=O)c1ccc2c(c1)CC(C)C(=O)N2C (stereo not given)	8	-4	-0.3	-4	1	3	-0.6	-2	-3
Cc1ccc(S(=O)(=O)Nc2cccc(C(=O)NCC3CCCO3)c2)cc1F (stereo not given)	3	-3	0.5	-3	1	-4	0.4	-1	3
O=C(O)/C=C/c1cn(-c2ccccc2)nc1-c1cccs1	-1	-2	2.4	-14	4	9	1.7	-5	4
CCCC(=O)NCCCCNC(=O)CCC	-10	7	0.3	-18	4	-8	-0.1	1	8
Nc1cc(S(=O)(=O)Nc2ccccc2Cl)ccc1N1CCCC1	4	-4	5.3	-6	8	3	5.2	-8	4
CCOC(=O)N1CCN(CC(=O)Nc2nc3ccccc3s2)CC1	-14	-1	4.3	-10	6	-8	4.1	-6	9
Cc1cccc(-c2oc3ccc(-c4ccc5c(c4)OCO5)cc3c2-c2ccc(OC3CCCCO3)cc2)c1 (stereo not given)	26	-1	-0.2	-10	16	3	0.1	-4	10
CCCCN(C(=O)C1CC(=O)N(c2ccc3c(c2)OCCO3)C1)c1c(N)n(CC(C)C)c(=O)[nH]c1=O (stereo not given)	5	-1	.	2	0	.	.	.	-2
CN(C)CCCNC(=S)N(CCN(C)C)Cc1cc2cc3c(cc2[nH]c1=O)OCCO3	3	-10	0.1	-7	2	0	-0.5	-8	-2
CC(C(=O)O)N(c1ccccc1Cl)S(C)(=O)=O (stereo not given)	-20	-1	1.1	-3	5	0	0.9	1	7
CC(=O)Nc1ccc2nc(NC(=O)COc3ccccc3C)sc2c1	18	-4	0.1	2	21	9	-1.0	-3	2
Nc1nc(C2CCOCC2)cs1	-18	0	1.6	-16	1	-2	-0.3	-3	9
O=C(NC(Cc1ccccc1)C(=O)O)/C(=C/c1ccccc1)NC(=O)c1cccc(Br)c1 (stereo not given)	-13	-4	-0.2	0	4	-6	-0.4	-11	0
COC(=O)c1ccccc1NC(=O)CN(CCc1ccccc1)S(C)(=O)=O	4	-1	-0.3	-10	9	-7	-0.1	2	4
CC(=O)/C=C/c1ccc2ccccc2n1	2	-3	-0.6	-8	14	-7	-1.8	-9	10
Cc1ccc(NC(=O)CSc2nnc(-c3cccnc3)o2)c(C)c1	2	-2	0.6	16	5	-14	-0.3	-9	-7
CC(C)C(NS(=O)(=O)c1cccs1)C(=O)Nc1nc(C(C)(C)C)cs1 (stereo not given)	2	-9	-1.5	-18	8	-15	-2.0	2	-3
COc1ccc(C(C)=O)cc1CN1C(=O)NC(CC(C)C)C1=O (stereo not given)	12	-2	-0.7	2	14	-16	3.2	-4	1
CC(=O)N1N=C(c2ccccc2)CC1c1cccc([N+](=O)[O-])c1 (stereo not given)	-14	-7	1.6	-9	4	-7	0.0	0	3
CCC(C)[C@H](NC(=O)NCCCc1ccccc1)C(=O)OC (stereo not given in full)	-3	-3	-0.5	-2	5	5	-0.4	-7	5
COc1ccccc1CNc1ccc2nnc(CCNC(=O)c3ccc(C)cc3)n2n1	-7	-6	0.0	-4	7	-15	-2.1	-7	3
CCCOc1ccc(C(C)=O)cc1CSCCC#N	0	-9	-0.5	-15	14	-18	-1.4	-5	-7
O=C1c2ccccc2NC(c2cccc(F)c2)N1Cc1ccccc1 (stereo not given)	-7	-8	-2.2	5	-1	-16	-1.5	9	-6
CCC1CCCCN1C(=O)CSc1nnc(CNC(=O)c2ccco2)o1 (stereo not given)	2	-3	0.7	-22	10	-6	-0.7	-4	5
COc1cc2c(cc1OC)C(COc1ccc(F)cc1)N(C(C)=O)CC2 (stereo not given)	1	1	1.8	-17	1	0	0.4	-13	4
O=C(/C(=C/O)N=Nc1ccccc1Cl)c1ccccc1	-6	-5	-1.2	12	0	3	-0.8	-5	-7
Cn1ccs/c1=N\C(=O)Nc1cccc(Cl)c1	6	-7	-0.2	-2	10	-10	0.2	-8	4
COC(=O)C1=C(C)NC2=C(C(=O)c3ccccc32)C1c1ccc(-c2ccc(C(=O)O)cc2)o1 (stereo not given)	.	1	1.9	33*	.	-12	0.7	-7	-14
CC1=C(C(N)=O)C(c2ccc(Br)cc2)n2nc(CCCO)nc2N1 (stereo not given)	-1	-3	0.4	-8	-1	0	-0.3	-7	3
COC(=O)c1ccccc1NC(=O)c1sc(=S)n(C)c1N	6	-4	0.3	-4	6	18	-2.0	-19	-1
COc1ccc2cc(C#N)c(NC(C)C)nc2c1	-15	-5	-0.9	-22	-3	-23	-3.0	0	-2
Brc1cccc(-c2nc3ccc(Br)cn3c2Cc2ccccc2)c1	7	-5	.	-29	8	.	.	.	1
O=C(NCC1CCCO1)C1CC(=O)N(c2cccc(Cl)c2)C1 (stereo not given)	-3	-5	1.3	-4	1	9	1.2	-9	2
COc1ccc(-c2onc3ccc(C(C)=O)cc23)cc1	2	0	5.3	-8	7	-2	5.5	-4	6
CCC(=O)Nc1ccc(OCc2nnc3c4ccccc4c(C)nn23)cc1	13	-4	1.2	-7	2	-41	1.7	-11	6
O=[N+]([O-])c1c(-c2cn[nH]c2)n[nH]c1-c1cn[nH]c1	-11	-2	0.9	-3	2	6	0.8	0	10
CNC(=O)C[C@H]1C(=O)N(C2CCCCC2)C[C@@H]1CSC	-9	-1	.	2	1	.	.	.	-4
CC(=O)Nc1ccc(C(=O)COC(=O)C2CC2C)c(F)c1 (stereo not given)	-17	-1	.	-5	4	.	.	.	4
Cc1ccc(C(=O)/C=C/NCc2ccc(F)cc2)cc1	-4	1	-0.5	-9	-1	-21	-1.0	1	15
O=C(NCc1cccs1)Nc1cc(Cl)ccc1Cl	9	-3	-1.1	2	4	-13	-2.0	-8	2
CC(NC(=O)C(NS(=O)(=O)c1cccc2nsnc12)C(C)C)c1ccccc1 (stereo not given)	.	-2	-0.6	-14	.	-9	-1.8	-3	10
COc1ccc(S(=O)(=O)Nc2ccc(-c3ccc(N4CCCC4)nn3)cc2)cc1C	1	-7	0.1	-2	0	-42	-1.2	3	-2
FC(F)Oc1ccc(-n2cc(-c3ccc(Cl)cc3)[n+]3c2CCCCC3)cc1	-23	-6	-0.1	26	10	-14	0.8	-8	-14
Cc1c(C(=O)N2CCC(C(N)=O)CC2)sc(N)c1C#N	-15	-1	0.1	4	10	-10	0.6	-5	-1
COc1ccc(CNC(=O)CN2C(=O)CSc3ccc(S(=O)(=O)N4CCCCC4)cc32)cc1	-8	-5	0.3	-7	-1	-20	-1.5	-3	2
CCCc1[nH]nc2c1C(c1ccc(OC)cc1OC)C(C#N)=C(N)O2 (stereo not given)	-27	-3	1.4	-15	2	-6	0.4	-12	10

3 entries out of the list, arranged by heavy-atom count, rising.
Structure	TAAR1 antagonist	CHRM1 agonist	V1aR counter	M1 antag	TAAR1 agonist	CHO parental Ca	OXTR ag	OXTR potentiator	CHRM1 PAM
Cc1c(C(=O)N2CCC(C(N)=O)CC2)sc(N)c1C#N	-15	-1	0.1	4	10	-10	0.6	-5	-1
CCCc1[nH]nc2c1C(c1ccc(OC)cc1OC)C(C#N)=C(N)O2 (stereo not given)	-27	-3	1.4	-15	2	-6	0.4	-12	10
COc1ccc(CNC(=O)CN2C(=O)CSc3ccc(S(=O)(=O)N4CCCCC4)cc32)cc1	-8	-5	0.3	-7	-1	-20	-1.5	-3	2

(continued)
Structure	TAAR1 antagonist	CHRM1 agonist	V1aR counter	M1 antag	TAAR1 agonist	CHO parental Ca	OXTR ag	OXTR potentiator	CHRM1 PAM
COc1ccccc1C(=O)N=c1sc2c(C)ccc(OC)c2n1C	-3	-2	-1.5	17	8	-11	-2.1	-3	-7
CC(C)Oc1ccc(CCC(=O)NNC(=S)Nc2ccccc2)cc1	-25	-1	0.1	-24	0	-13	-0.5	-1	2
O=S(=O)(/N=C(/Nc1cccnc1)c1ccccc1)c1ccc(F)cc1F	12	-3	0.6	-4	2	-17	1.5	-4	6
CCN(CC)C1CC(=O)N(c2cccc(Cl)c2)C1=O (stereo not given)	10	-2	0.3	-8	4	-6	0.6	-8	13
O=C(NCCO)c1ccc2[nH]c3ccccc3c2c1	5	-4	-0.8	3	11	3	-0.6	-16	-3
CSc1ccc(S(=O)(=O)N2CCC(C(=O)Nc3ccccc3C(F)(F)F)CC2)cc1	-2	-4	4.2	-16	13	-5	3.2	-10	8
COCCN1CCn2c(nc3cc(NC(=O)NC4CCCCC4)ccc32)C1	-7	-3	0.4	-22	3	4	-0.6	-4	14
CCCOc1ncnc2c1[nH]c1ccccc12	2	-1	9.0	-3	5	1	8.6	-21	0

The last two records of the section above are carried over, then new ones follow:
Structure	TAAR1 antagonist	CHRM1 agonist	V1aR counter	M1 antag	TAAR1 agonist	CHO parental Ca	OXTR ag	OXTR potentiator	CHRM1 PAM
COCCN1CCn2c(nc3cc(NC(=O)NC4CCCCC4)ccc32)C1	-7	-3	0.4	-22	3	4	-0.6	-4	14
CCCOc1ncnc2c1[nH]c1ccccc12	2	-1	9.0	-3	5	1	8.6	-21	0
COC(=O)c1cc(C(=O)c2ccc(Cl)cc2Cl)cn1C	-1	-5	-2.1	-8	14	-15	-2.3	-7	0
Cc1cc(O)ccc1Nc1cc(-c2cccc(N(C)C)c2)ncn1	-24	-2	.	-4	4	.	.	.	5
CC1=CC(C)(C)N(C(=O)CN2C(=O)CCC2=O)c2ccc(C)cc21	-8	-3	-1.3	-8	0	-2	-2.3	-12	6
CN(C(=S)SCc1ccccc1)C1CCS(=O)(=O)C1 (stereo not given)	23	-8	8.6	4	4	-5	4.8	-20	-8
O=C(NC1CC2CCC(C1)N2Cc1ccco1)c1ccccc1 (stereo not given)	-7	-5	1.1	-6	12	-7	0.3	-8	1
COc1ccc(C2=NN(C(=O)c3ccccc3)C(c3cccc([N+](=O)[O-])c3)C2)cc1 (stereo not given)	-26	-5	0.3	-20	-1	-27	-0.8	-5	12
CCOC(=O)C(NC(=O)CC(C)C)(Nc1cc(C)on1)C(F)(F)F (stereo not given)	7	-6	0.7	-17	2	-6	1.2	4	18

Screens from PubChem.

Compounds were not picked by outcome; any-hit rate near 3.7%.
